# NOD2 inhibition: inhibition of NOD2-driven NF-kB reporter – cell-based, luminescence, uHTS, HEK293 (AID 1566). HEK293 NOD2/NF-kB luciferase reporter, luminescence; higher % means a stronger effect. inhibition, % at 4 µM; hits with a dose series show EC50 in µM. 0.63% of 290,000 active; further: many of its hits are not listed in these tables
# KOR beta-arrestin-1: kappa opioid receptor activators – cell-based, luminescence, uHTS, primary screen (AID 1777) | 0.02% of 280,000 active | KOR beta-arrestin recruitment, luminescence; higher % means a stronger effect | activation, % at 10 µM; hits with a dose series show EC50 in µM; in the data active means activation above about 50%, passing the limit was not always enough; further: a part of the inactive calls stands beside numbers as strong as those of hits
# Salmonella PhoP GFP: inhibitors of PhoP regulon expression, primary screen, Salmonella Typhimurium, GFP reporter (AID 1863). S. Typhimurium PhoP-regulated promoter GFP reporter, 4 h; higher % means a stronger effect. 0.16% of 300,000 active. one-dose inhibition, % at 50 µM; IC50 in µM for titrated hits;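 active means inhibition over 29.93%, a cutoff 3 SD above the screen mean, later confirmed by dose response; inconclusive means inhibition over 29.93% but no dose response follow-up; inactive means inhibition at most 29.93% or unconfirmed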;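 further: 0% = low Mg2+ inducing control and 100% = high Mg2+ repressing control; strong numbers were not always called active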
# LYP phosphatase: inhibitors of LYP phosphatase, biochemical, fluorescence intensity, uHTS (AID 1779); 0.054% of 290,000 active; one-dose inhibition, % at 11.5 µM; IC50 in µM for titrated hits; recombinant LYP phosphatase, fluorescence intensity; higher % means a stronger effect;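 further: plate controls were vehicle with enzyme for no effect and no enzyme for full effect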
# NOD1 NF-kB reporter: inhibition of NOD1-driven NF-kB reporter – cell-based, luminescence, uHTS, primary screen (AID 1578); inhibition, % at 4 µM; hits with a dose series show EC50 in µM; 1% of 290,000 active; NOD1-driven NF-kB luciferase reporter cells, luminescence; higher % means a stronger effect; in the data active means inhibition mostly above about 36%, no sharp cut-off; inactive means mostly below about 34%;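 further: HEK-293T reporter cells stimulated with the NOD1 agonist gamma-tri-DAP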
# HIV fusion peptide: cell-free HIV fusion peptide-binding blockers – biochemical, uHTS, fluorescence dequenching, primary screen (AID 1986). 0.3% of 290,000 active. cell-free peptide binding, fluorescence dequenching, 30 min; higher % means a stronger effect. one-dose inhibition, % at 20 µM; IC50 in µM for titrated hits; in the data active means inhibition mostly above about 52%, no sharp cut-off; inactive means mostly below about 76%; further: some results filed as inactive read as strong as hits
# KOR beta-arrestin-2: kappa opioid receptor blockers – cell-based, luminescence, uHTS (AID 1778) | KOR beta-arrestin recruitment, luminescence, antagonist mode; higher % means a stronger effect | inhibition, % at 10 µM; hits with a dose series show IC50 in µM | 0.091% of 290,000 active; further: strong numbers were not always called active
# SIAH1 antagonists: Siah-1 peptide-binding antagonists, primary screen, biochemical, fluorescence polarization, rhodamine-plectin, uHTS (AID 1817); 0.02% of 290,000 active; one-dose displacement, % at 20 µM; IC50 in µM for titrated hits; Siah-1 / rhodamine-plectin peptide fluorescence polarization; higher % means a stronger effect;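 active means displacement of at least 50% at 20 µM, with a fluorescence ratio check between 0.3 and a set limit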;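 further: plate controls were Siah plus tracer with DMSO for no effect and tracer alone without Siah for full effect; strong numbers were not always called active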
# Myeloid diff MLP: promotes myeloid progenitor differentiation; 1% of 360,000 active; calls only at 10 µM; ER-HoxA9 myeloid progenitors, lysozyme-GFP differentiation, flow cytometry;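 active means normalized GFP-positive differentiation at or above the plate's own cutoff, the solvent-only control mean plus 3 SD; inconclusive means no clear call, values can overlap the other calls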;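 further: cells exposed to compound for four days before flow analysis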
# Myeloid diff MLP GFP+ MAC1+ %: further read-out of Myeloid diff MLP, marked with its call; GFP+ MAC1+ double positive, %; measured here: differentiation confirmed by MAC1 staining
# * marks the source's active call; other numbers are inactive results; i = inactive; ? = inconclusive; nt = no result given; + = active, no number; [ ] = another dose, or the depositor's remark. Unless noted, no stated cut-off is given here; in the data, active means inhibition above about 50%; inactive means the rest. This is a subset. The share of hits here may be higher or lower than overall.
# Start of the data: the first 2 records as a preview:
nr	smiles	NOD2 inhibition	KOR beta-arrestin-1	Salmonella PhoP GFP	LYP phosphatase	NOD1 NF-kB reporter	HIV fusion peptide	KOR beta-arrestin-2	SIAH1 antagonists	Myeloid diff MLP	Myeloid diff MLP GFP+ MAC1+ %
1	Nc1nonc1C(=O)N/N=C/c1ccc(Br)o1	5%	0.9%	-3%	4%	-6%	-0.5%	21%	4%	i	0.4
2	COc1ccc(C(=O)O/N=C(\N)c2ccc(OC)c(OC)c2)c(OC)c1	2%	-3.9%	2%	-7%	-6%	1.0%	31%	2%	i	0.6

# The whole of this part (from the top)
nr	smiles	NOD2 inhibition	KOR beta-arrestin-1	Salmonella PhoP GFP	LYP phosphatase	NOD1 NF-kB reporter	HIV fusion peptide	KOR beta-arrestin-2	SIAH1 antagonists	Myeloid diff MLP	Myeloid diff MLP GFP+ MAC1+ %
1	Nc1nonc1C(=O)N/N=C/c1ccc(Br)o1	5%	0.9%	-3%	4%	-6%	-0.5%	21%	4%	i	0.4
2	COc1ccc(C(=O)O/N=C(\N)c2ccc(OC)c(OC)c2)c(OC)c1	2%	-3.9%	2%	-7%	-6%	1.0%	31%	2%	i	0.6
3	CN(CCC#N)C(=O)CSc1nc2scc(-c3ccccc3)c2c(=O)[nH]1	2%	8.0%	-11%	3%	-36%	2.9%	-7%	4%	i	0.5
4	Cc1ccc2c(c1)nnn2C1CCN(C(=O)Nc2ccccc2C)CC1	4%	-3.7%	-5%	3%	-25%	0.8%	-8%	1%	i	0.3
5	COc1ccc(N2CCn3c2nc2c3c(=O)n(CCN3CCOCC3)c(=O)n2C)cc1	-15%	nt	nt	-8%	-18%	0.1%	nt	-6%	nt	nt
6	CCc1c(C)nc(N)nc1OCC(F)(F)C(F)F	-2%	-3.6%	16%	-4%	-13%	-0.5%	-11%	9%	i	6.4
7	CCS(=O)(=O)Nc1ccc(Cc2ccncc2)cc1	-3%	-2.9%	-8%	-2%	8%	-3.3%	-24%	-11%	i	1.0
8	O=C(Cn1nnc2ccccc2c1=O)NCc1ccco1	17%	-0.1%	8%	-5%	-29%	-1.3%	-7%	-6%	i	1.0
9	Clc1ccsc1-c1ccc2ccccc2n1	-48%	-0.3%	8%	-2%	-28%	-1.3%	-12%	0%	i	1.7
10	N=C1C(=O)OCC1c1ccccc1NC(=O)c1ccc(F)cc1 (stereo not given)	3%	0.9%	8%	-2%	-24%	2.5%	-3%	6%	i	1.7
11	Cc1onc(-c2ccccc2)c1C(=O)NC(C)C	14%	0.0%	11%	-8%	6%	0.9%	-5%	-2%	i	2.0
12	Cc1ccc(Nc2nc(N)nc(CSC(=S)N3CCOCC3)n2)cc1	-59%	5.3%	0%	-1%	-7%	0.0%	11%	1%	?	nt
13	O=C(CSc1nnc(Cc2ccccc2)o1)Nc1cccc(F)c1	-16%	-0.4%	8%	-9%	-44%	-1.1%	5%	2%	i	1.2
14	CN(C)S(=O)(=O)N1CCC(CCCC2CCN(S(=O)(=O)N(C)C)CC2)CC1	4%	29%	-3%	6%	0%	0.8%	-19%	-2%	i	0.8
15	Cc1cccc(Nc2ccccc2C(=O)OCC(=O)NCc2ccco2)c1C	3%	4.1%	-10%	4%	-11%	11%	-42%	6%	i	1.3
16	CCN(CC)CCN(C(=O)C1=COCCO1)c1nc2ccc(C)cc2s1	-4%	-0.6%	0%	-6%	-22%	-2.0%	-10%	3%	+	9.5*
17	O=[N+]([O-])c1nn(-c2ccc3c(c2)OCCO3)n(O)c1=Nc1ccc(Cl)cc1	40%	18%	1%	-3%	60%	-2.4%	12%	-3%	i	2.0
18	COc1ccc(C(=O)COC(=O)CCc2ccccc2)cc1	-13%	2.1%	-1%	3%	-10%	1.3%	-26%	9%	i	0.1
19	Cc1ccc(Cl)cc1N1CCN(S(=O)(=O)c2ccc3c(c2)OCCO3)CC1	-6%	3.6%	6%	2%	nt	0.3%	-16%	4%	i	1.1
20	Cc1ccc(S(=O)(=O)NCC(=O)OCc2ccccc2)cc1	1%	3.5%	-4%	1%	-28%	0.5%	-17%	0%	i	0.4
21	CCOC(=O)N1CCC(NC(=O)C2CCN(S(=O)(=O)N3CCCC3)CC2)CC1	3%	0.4%	-3%	-4%	-12%	-3.9%	-8%	2%	i	4.6
22	O=C(Nc1ccc(O)cc1)C1CCCO1 (stereo not given)	20%	20%	-7%	-4%	4%	-0.3%	-14%	-5%	i	1.3
23	COC(=O)c1ccc(/C=C2/SC(=S)N(CCCC(=O)Nc3ccc(O)cc3)C2=O)cc1	-6%	-0.1%	2%	0%	-23%	-0.6%	15%	2%	?	nt
24	CC(C)NC(=O)N1CCCN(c2nc3ccc(Cl)cc3s2)CC1	-2%	3.0%	-6%	-4%	-6%	0.3%	1%	15%	i	0.1
25	CC(C)N1C(=S)N(Cc2ccco2)C(=O)C1CC(=O)Nc1ccccc1 (stereo not given)	-4%	0.3%	5%	3%	-31%	4.1%	-21%	1%	i	1.6
26	CCN1CCN(CCOCCOc2ccccc2)CC1	-4%	2.6%	-7%	-10%	76%*	-0.4%	2%	3%	i	0.2
27	O=C(N/N=C/c1ccc(OC(=O)c2ccccc2Cl)cc1)c1ccccn1	-27%	1.3%	-2%	-9%	-55%	3.9%	-9%	14%	i	0.8
28	CN(C)/C(=N\S(=O)(=O)c1ccc(F)cc1)c1ccccc1	17%	-4.3%	7%	-9%	-1%	-0.4%	18%	-4%	i	0.7
29	COc1ccc(-c2cnc(N)n2CC2CCCO2)cc1 (stereo not given)	-7%	-0.5%	4%	0%	-9%	-2.4%	-53%	-4%	i	0.4
30	COc1ccc(Nc2nc(C(=O)NCCCN3CCOCC3)cs2)cc1	24%	-4.1%	-10%	-12%	4%	0.2%	22%	2%	i	4.9
31	CC1CCC(NC(=O)c2ccc3c(c2)OCO3)CC1 (stereo not given)	-102%	-5.0%	6%	-2%	-30%	-0.4%	37%	-8%	nt	nt
32	CCCC(C)NC(=O)Cc1ccccc1 (stereo not given)	-21%	-2.6%	nt	-4%	-10%	-1.2%	4%	-10%	i	0.5
33	Cc1ccc(OCC(=O)N2CC(C)OC(C)C2)c([N+](=O)[O-])n1 (stereo not given)	13%	-4.3%	-3%	-9%	-27%	1.8%	3%	0%	i	0.7
34	CCN(CC)CCN(C(=O)c1ccc(S(=O)(=O)N(C)C2CCCCC2)cc1)c1nc2ccc(OC)cc2s1	5%	13%	-3%	-3%	-29%	0.6%	4%	-1%	i	0.8
35	COc1ccc(-n2nnnc2SC(C)C(=O)NCC(=O)Nc2ccc(F)c(F)c2F)cc1 (stereo not given)	-6%	-2.8%	2%	8%	-29%	0.8%	14%	1%	?	nt
36	Cc1ccc(S(=O)(=O)N2CCCCC2)cc1NC(=O)C1CC(=O)N(Cc2ccccc2)C1 (stereo not given)	-14%	2.6%	-14%	-7%	19%	0.4%	-46%	-7%	i	1.9
37	O=C(O/N=C(\c1ccccc1)c1ccncc1)c1ccccc1F	11%	nt	0%	-6%	-30%	0.2%	-12%[20 µM]	0%	i	0.2
38	CC1CC(C)CN(S(=O)(=O)N2CCCC(C(=O)NCCCN3CCOCC3)C2)C1 (stereo not given)	15%	-3.7%	3%	-8%	17%	-1.6%	-23%	-5%	i	0.3
39	Cc1ccccc1C(=O)Nc1cccc(-c2cn3ccccc3n2)c1	-14%	-0.8%	2%	-6%	-26%	1.4%	-56%[20 µM]	-2%	i	0.1
40	COc1ccc(CCn2c(-c3cc([N+](=O)[O-])cc([N+](=O)[O-])c3)nc3nc4ccccc4nc32)cc1OC	30%	-1.6%	11%	9%	4%	-1.1%	-13%	1%	i	0.0
41	C=CCc1c(C)nc(N2CCSCC2)[nH]c1=O	22%	-0.2%	-2%	-8%	-4%	-0.6%	-3%	15%	i	1.2
42	Cc1ccc(-c2nc(CS(=O)(=O)CC(=O)N3CCN(C)CC3)c(C)o2)cc1	18%	0.4%	-7%	-8%	9%	0.6%	-12%	1%	?	nt
43	Cc1ccc(C(=O)N[C@H](C(=O)OCc2nnc(-c3ccccc3)o2)C(C)C)cc1	-13%	3.4%	-13%	-3%	-15%	-1.8%	9%	-2%	i	0.4
44	CC(Oc1ccc2c3c(c(=O)oc2c1)CCCC3)C(=O)NCc1ccncc1 (stereo not given)	7%	3.0%	0%	-3%	-9%	-0.6%	-36%	1%	i	1.4
45	COc1cc(OC)c2c(-c3ccccc3)cc(=O)oc2c1C(CCN1CCCCC1)c1ccc2c(c1)OCO2 (stereo not given)	21%	-2.0%	-1%	-7%	0%	0.8%	5%	-6%	i	1.9
46	CNC(=O)c1cc(NC(=O)CCn2nc(-c3ccccc3)c3ccccc3c2=O)ccc1OC	8%	2.4%	2%	-2%	-11%	1.7%	-12%	11%	i	0.8
47	Cc1noc(/C=C/N(C)C)c1S(=O)(=O)N1CCCC(C(=O)NC2CCCCC2)C1 (stereo not given)	3%	-0.2%	3%	4%	-13%	1.9%	-1%	2%	i	0.9
48	O=C(O)[C@@H]1CCCN1c1ncnc2sc3c(c12)CCC3	-6%	0.2%	-8%	-9%	-17%	0.2%	14%	2%	i	0.7
49	COc1ccc(Cl)cc1NC(=O)CN1C(=O)CC(C)S(=O)(=O)c2ccccc21 (stereo not given)	19%	2.4%	5%	-6%	-6%	6.0%	-20%	-4%	i	0.3
50	O=C(C1CCC(=O)N(C2CC2)C1)N1CCN(c2ccccc2Cl)CC1 (stereo not given)	3%	-5.3%	1%	-6%	-20%	0.0%	-27%	4%	i	1.3
51	CC1(C)CCSC(/C=C/c2ccccc2)=N1	-115%	-0.7%	-1%	-6%	73%*	1.3%	30%	8%	nt	nt
52	CC(C)c1ccc(NC(=O)C2C3C=CC4(O3)C2C(=O)N(CCN2CCOCC2)C4C(=O)NC2CCCCC2)cc1 (stereo not given)	8%	-1.3%	2%	-4%	-21%	0.7%	-15%	5%	i	0.6
53	N#Cc1nc(COc2ccccc2F)oc1NCc1ccc(F)cc1	-8%	-6.6%	10%	-11%	8%	-0.7%	7%	-3%	i	2.9
54	CC(=O)c1ccccc1OC(=O)c1ccco1	19%	-2.9%	2%	-9%	16%	-1.0%	-7%	-3%	+	12*
55	CCOC(=O)N1CCN(c2ccc(C(=O)CC)cc2F)CC1	-14%	6.3%	-6%	-10%	5%	-1.7%	1%	1%	i	0.7
56	C[n+]1cccc(C(=O)Nc2ccccc2)c1	18%	-4.9%	18%	-8%	-9%	-1.3%	-3%	10%	i	0.9
57	CCN(C(=O)c1cc2c(=O)[nH]c3ccc(C)cc3c2s1)c1ccc(OC)cc1	44%	8.2%	-3%	-5%	-2%	2.3%	6%	18%	i	0.4
58	CNC(=O)c1ccccc1NC(=O)c1cccc(S(=O)(=O)N2CCC(C)CC2)c1	4%	3.0%	8%	3%	4%	-3.1%	16%	-4%	i	0.8

# Screens as filed in PubChem.
